High-throughput results from PubChem BioAssay.
PolyA inh: polyadenylation inhibitors in yeast reporter cells, primary screen, luminescence, S. cerevisiae; S. cerevisiae SKY197-pL101 polyadenylation reporter, beta-gal luminescence; efflux-impaired pdr1/pdr3 knockout yeast; score 100 = 6 SD above DMSO; calls only at 12 µM; 300,000 compounds, 0.02% hits; AID 1875, 2009;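 active = lowest replicate activity score at least 50, where 100 means six control SD above control mean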;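 note: yeast exposed to compound for 9 h at 30 °C; higher score means more reporter readthrough which indicates perturbed polyadenylation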
KCNQ1 block: inhibitors of human KCNQ1 channel, primary screen, cell-based, thallium flux, high-throughput. Potassium voltage-gated channel subfamily KQT member 1 (Homo sapiens), P51787. CHO-K1 KCNQ1, FluxOR thallium flux fluorescence; hits give high values. B-score at 10 µM. 310,000 compounds, 1.3% hits. AID 2642, 2010;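 active = compounds whose thallium flux B-score, printed positive for inhibition, exceeds three library SD while starting fluorescence stays within three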;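 note: channel opened by potassium depolarization with thallium stimulus after 20 min compound exposure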
Target sequence (P51787 whole entry, looked up): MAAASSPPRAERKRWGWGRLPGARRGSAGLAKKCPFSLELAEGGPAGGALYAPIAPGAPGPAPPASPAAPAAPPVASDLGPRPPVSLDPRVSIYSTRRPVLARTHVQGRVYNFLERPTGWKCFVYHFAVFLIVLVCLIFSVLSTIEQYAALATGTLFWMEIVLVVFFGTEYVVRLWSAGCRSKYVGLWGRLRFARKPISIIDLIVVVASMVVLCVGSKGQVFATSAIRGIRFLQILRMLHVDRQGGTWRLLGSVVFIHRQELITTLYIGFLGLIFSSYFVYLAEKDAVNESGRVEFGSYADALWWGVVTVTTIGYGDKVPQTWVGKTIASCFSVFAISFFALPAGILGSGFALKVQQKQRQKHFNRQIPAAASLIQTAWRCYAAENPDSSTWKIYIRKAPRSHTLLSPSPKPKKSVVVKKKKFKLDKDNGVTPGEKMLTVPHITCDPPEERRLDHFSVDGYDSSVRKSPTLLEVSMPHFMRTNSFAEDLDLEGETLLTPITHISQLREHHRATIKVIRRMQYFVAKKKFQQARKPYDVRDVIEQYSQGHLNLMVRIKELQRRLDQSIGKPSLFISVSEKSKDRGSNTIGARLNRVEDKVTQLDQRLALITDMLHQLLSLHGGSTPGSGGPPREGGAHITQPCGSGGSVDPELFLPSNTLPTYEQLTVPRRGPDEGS
TRPC4 PAM: positive allosteric modulators of TRPC4, primary screen, cell-based, mouse TRPC4beta, HEK293 mu-opioid, Fluo-4 calcium | Short transient receptor potential channel 4 (Mus musculus), Q9QUQ5 | DAMGO EC20, Fluo-4 Ca2+ flux; hits give high values | B-score at 10 µM | 310,000 compounds, 0.42% hits;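 active = B-score of calcium response area above 5 SD of library B-scores, with initial fluorescence ratio within 5 SD of library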;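 note: B-score of integrated fluorescence ratio over time as area under calcium response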
DYRK1A inh: rat Dyrk1A kinase inhibitors, primary screen, biochemical, single point, plate reader; ADP-Glo luminescence, NFATc1 peptide; inhibition, % at 12.5 µM; 310,000 compounds, 0.43% hits; in the data active = inhibition above about 50%;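 note: plate controls were vehicle with enzyme for no effect and no enzyme for full effect; many of its hits are not listed in these tables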
TRPC4 act: activators of mouse TRPC4 channel, primary screen, Fluo4 calcium, HEK293 TRPC4beta/mu-opioid cells; Short transient receptor potential channel 4 (Mus musculus), Q9QUQ5; Fluo4 calcium fluorescence; hits give high values; B-score at 10 µM; 310,000 compounds, 0.49% hits; AID 2237, 2010;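 active = B-score above 5 SD of library B-scores, and initial fluorescence ratio not above library mean plus 5 SD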;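 note: positive B-score marks a calcium rise read as TRPC4 activation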
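Technique: kinetic Fluo4 calcium fluorescence; Test system: TRPC4beta and mu-opioid receptor HEK293 stable cells; Measure: B-scored integrated calcium fluorescence ratio; Benchmarks: low control buffer alone, high control maximal DAMGO; Schedule: 45 min room-temperature Fluo4 loading, 110 s read.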
TRPC4 block: inhibitors of mouse TRPC4 channel, primary screen, Fluo4 calcium, HEK293 TRPC4beta/mu-opioid cells | Short transient receptor potential channel 4 (Mus musculus), Q9QUQ5 | DAMGO-evoked Fluo4 calcium flux; hits give low values | B-score at 10 µM | 300,000 compounds, 0.39% hits;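 active = B-score over 3 SD under the library average, no early fluorescence shift, positive overall ratio signal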
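Assay system: HEK293 cells with stable TRPC4beta plus mu-opioid receptor expression; Probe or stimulus: DAMGO in two steps, submaximal then maximal; Dosing: single-point compound dosing; Measured by: Fluo4 calcium-dye fluorescence, kinetic read; Read-out basis: B score from integrated Fluo4 fluorescence ratio.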
KCNQ1 act: potentiators or activators of KCNQ1 channel, primary screen, cell-based, thallium flux, high-throughput. CHO-K1 KCNQ1, thallium flux FluxOR fluorescence; hits give high values. B-score at 10 µM. 310,000 compounds, 0.35% hits;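 active = fluorescence ratio B-score, a plate-corrected score, at least three library SD, with initial intensity B-score within 5 SD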
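System: Stable KCNQ1 CHO-K1 line | Incubation: 90 min dye loading and 20 min compound exposure, both at room temperature | Measure: Ratio B score | Medium: Assay buffer for compound exposure, DMSO matched across wells | Compound dosing: Single-concentration screen | Probe or stimulus: K+/Tl+ depolarizing stimulus | Measured by: Kinetic FluxOR fluorescence, 10 s baseline plus 110 s post-stimulus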
Platelet DG rel: inhibitors of platelet dense granule secretion, primary screen, cell-based, MLPCN, human platelets; human platelet-rich plasma, SFLLRN dense granule ATP release, luminescence; inhibition, %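 (compounds screened at 7.5 µM in platelet-rich plasma)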; 300,000 compounds, 0.22% hits; AID 1663, 2009;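 active = mean replicate score, as percent of positive control, at or above 50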
KCNK9 block: KCNK9 potassium channel inhibitors, primary screen, HEK293 cells, thallium flux. FluxOR thallium flux fluorescence; hits give low values. B-score at 10 µM. 310,000 compounds, 1.2% hits. AID 488922, 2010. Potassium channel subfamily K member 9 (Homo sapiens), Q9NPC2;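 active = ratio B-score over 3 SD below the library mean, with starting fluorescence within 5 SD of its mean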;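 note: negative B-score means less thallium flux so channel inhibition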
KCNK3 block: human KCNK3 channel inhibitors, primary screen, CHO cells, FluxOR thallium flux, B-score | Potassium channel subfamily K member 3 (Homo sapiens), O14649 | FluxOR fluorescence; hits give low values | B-score at 10 µM | 340,000 compounds, 0.84% hits | AID 602410, 2012;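 active = B-score under library mean minus 4 SD, starting fluorescence ratio at most library mean plus 5 SD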;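 note: more negative B-score means stronger inhibition of thallium flux through KCNK3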
Target sequence (O14649 whole entry, looked up): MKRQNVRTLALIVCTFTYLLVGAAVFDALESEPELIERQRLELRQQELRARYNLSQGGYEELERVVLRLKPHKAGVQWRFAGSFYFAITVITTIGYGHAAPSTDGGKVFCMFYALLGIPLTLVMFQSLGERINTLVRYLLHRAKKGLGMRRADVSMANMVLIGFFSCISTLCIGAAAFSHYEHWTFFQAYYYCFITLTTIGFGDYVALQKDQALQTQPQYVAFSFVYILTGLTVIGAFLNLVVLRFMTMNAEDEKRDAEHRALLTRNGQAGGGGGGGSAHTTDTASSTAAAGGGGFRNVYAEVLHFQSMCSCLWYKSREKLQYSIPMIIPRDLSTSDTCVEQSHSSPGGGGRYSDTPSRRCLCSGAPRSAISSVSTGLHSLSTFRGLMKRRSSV
hERG rescue: hERG rescue from dofetilide block, primary screen, cell-based, CHO-hERG, FluxOR thallium flux, dofetilide IC70 | Voltage-gated inwardly rectifying potassium channel KCNH2 (Homo sapiens), Q12809 | dofetilide IC70 present | activation (rescue from dofetilide block), less the hit threshold, % at 10 µM | 310,000 compounds, 0.51% hits | AID 1511, 2009;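 active = activation above the mean of controls blocked by dofetilide plus 5 SD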;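 note: thallium influx through hERG after potassium depolarization seen as dye fluorescence rise; in these data hits start at about 4.7%; inactives centre near -7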
The depositor's hits bear a star; i = inactive; . = not tested or not shown.

SMILES	PolyA inh	KCNQ1 block	TRPC4 PAM	DYRK1A inh	TRPC4 act	TRPC4 block	KCNQ1 act	Platelet DG rel	KCNK9 block	KCNK3 block	hERG rescue
CCCN(Cc1nnc(-c2ccccc2Cl)o1)C(=O)c1ccc(C)c(S(=O)(=O)N2CCOCC2)c1	i	i	i	9	i	i	i	-23	i	i	-6
Nc1ccc(S(=O)(=O)c2cccc(N)c2)cc1	i	i	i	18	i	i	i	-1	i	i	-1
O=C(CCC1CCCN(C(=O)c2cc(C3CC3)[nH]n2)C1)N1CCN(c2ccccn2)CC1 (configuration not stated)	i	i	i	-4	i	i	i	2	i	i	-10
Nc1ccc(C(=O)OCc2nc3ccccc3[nH]2)cc1	i	i	i	4	i	i	i	-20	i	i	-13
COc1ccc2nc3oc(C(=O)N4CCC(C(N)=O)CC4)cc3cc2c1	i	i	i	16	i	i	i	-3	i	i	-4
CCC1(C)Cc2c(sc3nc(SCC(=O)c4ccccc4)[nH]c(=O)c23)CO1 (configuration not stated)	i	i	i	-2	i	i	i	2	i	i	-13
CCOc1ccc(NC(=O)CN2C(=O)COc3ccc(Cl)cc32)cc1	i	i	i	3	i	i	i	-3	i	i	-6
CCn1c(=O)c2cc(C(=O)NCCCOC)sc2c2ccccc21	i	i	i	-3	i	i	i	3	i	i	-7
CC(=O)C1=C(c2cccc([N+](=O)[O-])c2)N(C(C)=O)n2c(C)nnc2S1	i	7*	i	21	i	i	i	-1	i	i	-17
COC(=O)c1[nH]c2cccc(C)c2c1NC(=O)CN1CCCc2ccccc21	i	i	i	-2	i	i	i	9	i	i	-13
Cc1c(Br)c(=O)[nH]c(=O)n1COCc1ccccc1	i	i	i	8	i	i	i	.	i	i	-6
Cc1cc(C(=O)N/N=C/c2ccco2)c2ccccc2n1	i	i	i	1	i	i	i	6	i	i	-17
CCn1ncc(CNC(=O)c2cccc([N+](=O)[O-])c2)c1C	i	i	i	.	i	i	i	3	i	.	-2
O=[N+]([O-])c1ccc(Nc2ccc(F)cc2)nc1	i	i	i	1	i	i	i	-1	i	i	0
Cc1nc2ccc(Cc3ccc4nc(C)[nH]c4c3)cc2[nH]1	i	i	i	3	i	i	i	5	i	i	-14
O=C(N/N=C/c1cccc(O)c1)c1ccc(NC(=O)C2CCCCC2)cc1	i	i	i	5	i	i	i	-1	i	i	-6
Cc1ccc(CCNS(=O)(=O)c2ccc3c(c2)N(C)CCO3)cc1	i	i	i	-4	i	i	i	-4	i	i	-7
c1ccc(-c2nc3c4ccccc4ccn3c2CN2CCOCC2)cc1	i	i	i	18	i	i	i	8	i	i	-10
Nc1ccc(C(=O)OCC(=O)N2CCc3ccccc3C2)cc1[N+](=O)[O-]	i	i	i	1	i	i	i	11	i	i	-10
CCn1c(Cc2ccccc2)nnc1SCC(=O)Nc1ccc2c(c1)OCCO2	i	i	i	6	i	i	i	9	i	i	-11
CCOc1ccc(C(=O)NCC(=O)NCCCSc2ccccc2)cc1OCC	i	i	i	-2	i	i	i	-5	i	i	-13
CCOC(=O)c1cccc(NC(=O)CSc2nnc(-c3cccnc3)n2CC)c1	i	i	i	6	i	i	i	-3	i	i	-13
Cc1ccc(N(C(=O)c2snc(C(N)=O)c2N)C(C(=O)NCC2CCCO2)c2ccc(C)o2)c(C)c1 (configuration not stated)	i	i	i	-4	i	-7*	i	-18	i	i	-16
Cc1ccccc1N1CCN(C(=S)c2ccc(-c3ccc([N+](=O)[O-])cc3)o2)CC1	i	i	i	5	i	i	i	-2	i	i	-8
O=C1NC(Cc2ccccc2)C(=O)Nc2ccc(Br)cc21 (configuration not stated)	i	i	i	0	i	i	i	-3	i	i	-3
COc1ccc2c(C)c(C(=O)N3CC[C@@H](N4CCC(O)CC4)[C@H](O)C3)oc2c1	i	i	i	32	i	i	i	2	i	i	-11
CCn1cc([N+](=O)[O-])c(C(=O)Nc2c(C)nn(Cc3c(F)c(F)c(F)c(F)c3F)c2C)n1	i	i	i	-3	i	i	i	4	i	i	-9
C=CCOc1ccc2ccccc2c1/C=N/O	i	i	i	35	i	i	i	-2	i	i	-10
CN(C)S(=O)(=O)c1cccc(C(=O)OCC(=O)c2ccc3c(c2)NC(=O)CO3)c1	i	i	i	-2	i	i	i	-3	i	i	-1
CC(C)(Oc1ccc(Cl)cc1)C(=O)NC1CCN(Cc2ccccc2)CC1	i	i	i	3	i	i	i	-3	i	i	-17
COc1ccc(-c2cc(C(=O)N3CC4(C)CC3CC(C)(C)C4)no2)cc1 (configuration not stated)	i	i	i	6	i	i	i	-3	i	i	-6
C/C(=N\NS(=O)(=O)c1cccc([N+](=O)[O-])c1)c1cc2ccccc2o1	i	i	i	0	i	i	i	1	i	i	-9
COc1cc2cc(C(=O)O)n(C)c2c(OC)c1OC	i	i	i	-6	i	i	i	2	i	i	-13
CCCOC(=O)Cc1n[nH]c(=O)[nH]c1=O	i	i	i	3	i	i	i	4	i	i	-4
O=C(Cc1ccc(Cl)cc1)N/N=C1\CCCc2ccccc21	i	i	i	0	i	i	i	25	i	i	-4
Cn1ncc(Cl)c1C(=O)NNC(=O)Nc1cccc2ccccc12	.	i	i	-1	i	i	i	.	i	i	-13
COc1ccc(CNC(=O)/C=C/c2ccc(S(=O)(=O)NCc3ccco3)cc2)cc1OC	i	i	i	-5	i	i	i	-2	i	i	-7
Cc1ccc(/C=C/C(=O)N2CC(=O)Nc3ccccc32)o1	i	i	i	2	i	i	i	7	i	i	-13
Cc1ccsc1C(=O)Nc1ccc(F)c([N+](=O)[O-])c1	i	i	i	1	i	i	i	-1	i	i	-1
Cn1nc(C(F)(F)F)cc1-c1ccc(/C=C(\C#N)C(=O)c2ccccc2)s1	i	8*	i	-2	i	i	i	-5	i	i	-4
O=C(Nc1ccc(Oc2cccnc2)cc1)C1CCN(Cc2ccc(F)cc2)CC1	i	i	i	-1	i	i	i	-15	i	i	-9
CCOCCCNC(=S)Nc1ccc2nc(N3CCN(CC)CC3)cc(C)c2c1	i	i	i	7	i	i	i	-4	i	i	-6
CCn1c(COc2ccc(=O)n(-c3ccccc3)n2)nnc1SC	i	i	i	.	i	i	i	5	i	i	-8
O=C(c1ccc(CS(=O)Cc2ccc(Cl)cc2)o1)N1CCN(c2ccccn2)CC1 (configuration not stated)	i	i	i	.	i	i	i	6	i	i	-10
CCOC(=O)C(=CNc1cc(C)nn1-c1ccccc1)C(=O)OCC	i	i	i	-20	i	i	i	2	i	i	-11

Molecules from the list above containing bromine, in the order listed:
SMILES	PolyA inh	KCNQ1 block	TRPC4 PAM	DYRK1A inh	TRPC4 act	TRPC4 block	KCNQ1 act	Platelet DG rel	KCNK9 block	KCNK3 block	hERG rescue
Cc1c(Br)c(=O)[nH]c(=O)n1COCc1ccccc1	i	i	i	8	i	i	i	.	i	i	-6
O=C1NC(Cc2ccccc2)C(=O)Nc2ccc(Br)cc21 (configuration not stated)	i	i	i	0	i	i	i	-3	i	i	-3

Next section
SMILES	PolyA inh	KCNQ1 block	TRPC4 PAM	DYRK1A inh	TRPC4 act	TRPC4 block	KCNQ1 act	Platelet DG rel	KCNK9 block	KCNK3 block	hERG rescue
O=C(Nc1ccc(S(=O)(=O)N2CCCC2)cc1)c1cc(=O)c2ccccc2o1	.	i	i	3	i	i	i	-1	i	i	-4
Cc1ccc(-c2nc(CS(=O)(=O)CC(=O)NCCCN3CCN(C)CC3)c(C)o2)cc1	i	i	i	-2	i	i	i	1	i	i	-6
Cc1ccc(CNC(=O)CNS(=O)(=O)c2ccc3nc(C)sc3c2)cc1	i	i	i	-6	i	i	i	-5	i	i	-6
CCOc1ccc(CCNC(=O)C2CCC(=O)N2CCc2ccccc2)cc1OCC (configuration not stated)	.	i	i	6	i	i	i	6	i	i	-9
O=C(NCCC(=O)N1CCCC(C(F)(F)F)C1)c1ccccc1Cl (configuration not stated)	i	i	i	-2	i	i	i	-4	i	i	-8
COCCOC(=O)C1=C(C)NC(=O)NC1c1ccc(OC(=O)c2ccco2)c(OC)c1 (configuration not stated)	i	i	i	-4	i	i	i	2	i	i	-14
Cc1nn(C)cc1/C=C/C(=O)c1cccs1	i	i	i	6	i	i	i	4	i	i	-10
O=C(COC(=O)Cc1ccccc1F)Nc1ccc2c(c1)OCCO2	i	i	i	2	i	i	i	-9	i	i	-6
CC(=O)N1C(C(=O)O)CSC1c1cccc(C)c1 (configuration not stated)	i	i	i	4	i	i	i	14	i	i	-6
CCCCN1C(=O)C(NC(C)=O)c2cc(Br)ccc21 (configuration not stated)	i	i	i	12	i	i	i	-5	i	i	-10
CCOC(=O)NNc1ccc(C(F)(F)F)cn1	i	i	i	.	i	i	i	7	i	i	-9
CC1(C)Oc2ccc(C(=O)Nc3ccccc3F)cc2N(CC(=O)N2CCOCC2)C1=O	i	i	i	1	i	i	i	14	i	i	-7
COc1ccc(C2C(C#N)=C(N)Oc3c2ccc2cccnc32)cc1OC (configuration not stated)	i	i	i	-6	i	i	i	-6	i	i	-12
COc1cccc2oc3cc(C#Cc4ccccn4)ccc3c(=O)c12	i	i	i	.	i	i	i	1	i	.	-8
O=C(COc1cccc(Cl)c1Cl)Nc1ccc2c(c1)CCC2	i	i	i	-4	i	i	i	-7	i	i	-5
Cc1c(-n2c(O)c(C3=c4ccccc4=NC3=O)sc2=S)c(=O)n(-c2ccccc2)n1C	i	i	i	-1	i	i	i	0	i	i	-4
Nc1nc(Nc2ccccc2)sc1C(=O)c1ccccc1	i	i	i	81*	i	i	i	-4	i	i	-12

This is a subset (hit frequency here may not be typical).
